# GSH bead fluor: compound fluoresces at 488/530 nm on GSH beads | GSH beads flow cytometry, compound fluorescence 488/530 nm; active compounds read high | fluorescence (KMESF) at 10 µM | 190,000 tested, 0.25% active; in the data active = fluorescence above about 89;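 also: glutathione beads carrying GST-tagged Bcl family fusion proteins plus one bare bead set; values are compound well signal with DMSO vehicle wells as background; inactives centre near 16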
# RGS4-Gao reg: human RGS4-Galphao interaction regulation; Multiplexed bead flow cytometry, RGS4-Galphao binding; actives lie on both sides; binding response (% of control), % at 10 µM; 220,000 tested, 0.33% active; in the data active = binding response below about 49% or above about 150%; inactive = in between;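 also: fluorescent Galphao activated with aluminum fluoride binding bead-coupled RGS4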
# RGS7-Gao: human RGS7-Galphao interaction regulation. P09471. Multiplexed bead flow cytometry, RGS7-Galphao binding; actives lie on both sides. binding response (% of control), % at 10 µM. 220,000 tested, 0.35% active; in the data active = binding response below about 49% or above about 150%; inconclusive = no clear call, values can overlap the other calls; inactive = in between;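 also: fluorescent Galphao held in activated GDP-AlF4 state binding bead-coupled RGS7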
# Bcl-2 Bim block: disrupts Bim peptide binding to human Bcl-2 | P10415 | Bead-based flow cytometry, Bim peptide-Bcl-2 binding | inhibition, % at 10 µM | 190,000 tested, 0.06% active; in the data active = inhibition above about 40%; inconclusive = no clear call, values can overlap the other calls;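 also: 0% = no compound wells with probe peptide and 100% = reference peptide inhibitor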
# ABCG2 block: blocks JC-1 efflux by human ABCG2 transporter. IgMXP3 cells, flow cytometry. 190,000 tested, 0.1% active. inhibition, % at 6.6 µM. AID 1325;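 active = inhibition above 80%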;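 also: 0% = DMSO and 100% = nicardipine control wells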
# Target sequence (Q9UNQ0 whole entry, looked up): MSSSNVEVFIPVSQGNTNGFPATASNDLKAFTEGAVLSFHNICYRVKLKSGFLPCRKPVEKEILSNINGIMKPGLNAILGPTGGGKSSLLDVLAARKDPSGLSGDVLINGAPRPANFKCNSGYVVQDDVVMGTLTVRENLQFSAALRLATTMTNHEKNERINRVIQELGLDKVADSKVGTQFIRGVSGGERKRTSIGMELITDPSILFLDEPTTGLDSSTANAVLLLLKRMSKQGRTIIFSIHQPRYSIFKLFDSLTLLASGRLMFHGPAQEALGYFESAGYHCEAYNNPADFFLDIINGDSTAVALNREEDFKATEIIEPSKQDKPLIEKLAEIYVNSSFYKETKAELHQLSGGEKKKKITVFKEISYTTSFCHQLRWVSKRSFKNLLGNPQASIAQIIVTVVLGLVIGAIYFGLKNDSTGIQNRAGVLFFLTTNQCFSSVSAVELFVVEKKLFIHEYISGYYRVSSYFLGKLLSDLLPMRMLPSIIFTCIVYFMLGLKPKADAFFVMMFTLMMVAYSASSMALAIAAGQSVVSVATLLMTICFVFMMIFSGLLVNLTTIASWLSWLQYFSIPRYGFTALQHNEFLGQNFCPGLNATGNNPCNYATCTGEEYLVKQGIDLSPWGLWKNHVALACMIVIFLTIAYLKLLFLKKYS
#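 Times: 10 min at 25 °C | Test system: Two drug-resistant human cell lines, ABCG2 and ABCB1 | Quantity: 3 million cells/mL final, two lines in 1:1 ratio | Signal: Flow cytometry, 530 nm JC-1 signal | Dosing: Compound at 6.6 µM | Controls: Nicardipine and DMSO wells | Reagent: JC-1 as fluorescent efflux pump substrate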
# Avidin bead fluor: avidin bead compound fluorescence profile; fluorescence (KMESF) at 10 µM; AID 1775; 220,000 tested, 0.38% active; Avidin beads, compound fluorescence 488/530 nm, flow cytometry; active compounds read high; in the data active = fluorescence above about 47; also: inactives centre near 10
# Bcl-XL Bim block: disrupts Bim peptide binding to human Bcl-XL; 190,000 tested, 0.04% active; bead flow cytometry, fluorescence; Q07817; inhibition, % at 10 µM
# Bfl-1 Bim block: human Bim-Bfl-1 interaction inhibition | AID 1008 | Bead-based flow cytometry, Bim-Bfl-1 binding inhibition | inhibition, % at 10 µM | Q16548 | 190,000 tested, 0.12% active;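 also: 0% = wells without compound plus tracer and 100% = blocker peptide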
# ABCB1 inh: inhibitors of human ABCB1 transporter, ABCG2 counter-screen; CCRF-Adr cells, JC-1 efflux, flow cytometry; 190,000 tested, 0.067% active; inhibition, % at 6.6 µM; P08183; in the data active = inhibition above about 40%;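 also: 0% = vehicle and 100% = reference inhibitor; higher value means more JC-1 retained so stronger ABCB1 efflux block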
# Bim-Bcl-B: inhibitors of Bim-Bcl-B interaction, human | Q9HD36 | bead-based flow cytometry, Bim peptide-Bcl-B binding | 190,000 tested, 0.073% active | inhibition, % at 10 µM;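 also: 0% = tracer peptide without compound and 100% = reference inhibitor peptide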
# Target sequence (Q9HD36 whole entry, looked up): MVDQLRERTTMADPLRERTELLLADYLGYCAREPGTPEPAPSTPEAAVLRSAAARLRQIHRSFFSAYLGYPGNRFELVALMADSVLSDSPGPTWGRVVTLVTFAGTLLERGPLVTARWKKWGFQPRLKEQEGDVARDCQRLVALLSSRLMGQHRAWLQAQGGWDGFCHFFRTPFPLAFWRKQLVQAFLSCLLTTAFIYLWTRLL
# Bim-Bcl-W: inhibitors of Bim-Bcl-W interaction, human; Q92843; bead-based flow cytometry, Bim peptide-Bcl-W binding; inhibition, % at 10 µM; 190,000 tested, 0.02% active; AID 952;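 also: 0% = bound tracer without compound and 100% = peptide blocker; higher means less fluorescent Bim peptide bound to Bcl-W beads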
# Target sequence (Q92843 whole entry, looked up): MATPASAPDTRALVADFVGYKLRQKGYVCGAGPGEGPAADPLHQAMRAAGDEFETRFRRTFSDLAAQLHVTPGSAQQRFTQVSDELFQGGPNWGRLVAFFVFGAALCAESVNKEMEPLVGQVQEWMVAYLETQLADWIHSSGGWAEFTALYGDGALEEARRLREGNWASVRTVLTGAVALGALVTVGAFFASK
# Starred values were filed as active, the others as inactive; ? = inconclusive. Rule as the data show it, unless noted: active = inhibition above about 40%.
cpd	Molecule	RGS7-Gao	Bcl-2 Bim block	Bfl-1 Bim block	RGS4-Gao reg	Bim-Bcl-W	ABCB1 inh	Bim-Bcl-B	Avidin bead fluor	GSH bead fluor	ABCG2 block	Bcl-XL Bim block
1	C/C(=N\NC(=O)c1c[nH]c2ccccc12)c1ccco1	107	-4	-10	106	5	0.1	-5	6	40	2	-6
2	CCN(Cc1ccc(OC)c(F)c1)C(=O)CCl	106	0	1	103	8	-0.4	1	8	14	2	0
3	CC(C)c1nc2ccccc2n1CC(O)COC1CCCCC1 (stereo unspecified)	104	0	-3	101	-2	0.1	-10	22	7	2	-4
4	CC(c1ccccc1)N1C(=O)c2ccccc2C1(O)Cc1ccccc1 (stereo unspecified)	99	0	-11	102	-1	0.6	-5	9	22	4	-3
5	Cc1ccc(C)c(CSC2=NCCN2C(=O)c2cccs2)c1	?	-1	-3	98	-5	-0.2	-5	9	10	2	-6
6	COCCN(C(=O)c1ccccc1)c1nnc(-c2cccnc2)s1	103	-3	-12	100	2	0.3	-4	6	5	1	-1
7	CCC(C)Nc1nc(-c2cccc(OC)c2O)nc2ccccc12 (stereo unspecified)	101	-4	-1	99	-1	3.2	-5	23	16	27	-3
8	Cc1ccc(C)n1-c1ccncc1	95	-6	-12	98	5	0.6	-7	9	70	2	-6
9	O=C(NCc1cccc(Cl)c1)c1ccc2c(c1)SC1=NS(=O)(=O)CCN12	83	-2	-1	89	3	-0.1	-3	9	14	11	0
10	CC(=NCc1ccncc1)C1=C(O)c2ccccc2C1=O	119	0	2	118	0	0.3	-2	4	3	3	1
11	COC(=O)c1cc(=O)n(Cc2ccc3c(c2)OCO3)c(=Nc2ccc(F)c(Cl)c2)s1	96	-6	-10	98	0	0.1	-4	8	14	0	-4
12	O=C(OCc1nnc(-c2ccccc2)o1)C12CC3CC(CC(Br)(C3)C1)C2	89	-3	-8	93	-1	1.3	-1	14	11	10	-1
13	CC(C)CN(CC(C)C)S(=O)(=O)N1CCC(C(=O)NCc2ccccn2)CC1	103	-4	-5	102	-1	0.8	0	11	26	0	-1
14	O=C(Nc1nnc(CCN2CCCCC2)s1)c1ccccc1Cl	101	-1	-2	99	-2	0.3	-3	13	10	0	-1
15	COc1cccc(C2SCC(=O)N2c2ccc(Br)cc2)c1OC (stereo unspecified)	101	-4	-3	99	-1	4.6	-6	3	8	7	-7
16	CCOC(=O)COc1c(/C=N\O)cc(Cl)cc1OC	104	-3	-6	101	0	0.9	-4	22	11	11	-1
17	C[C@H](NC(=O)c1nc[nH]c1C(=O)NC1CCN(C(=O)OC(C)(C)C)CC1)C(=O)OC(C)(C)C	104	7	5	104	-2	11	5	4	19	5	1
18	O=C(NCCCN1CCOCC1)C(Sc1ccccc1)c1ccccc1 (stereo unspecified)	101	-5	-12	105	3	-0.1	-7	9	42	0	-6
19	Cc1ccc(N(CC(=O)N/N=C/c2ccc(OC3CSC3)cc2)S(=O)(=O)c2ccccc2)cc1	106	-14	-13	96	-3	1.9	-9	11	35	7	-6
20	COc1ccc(C(=O)C2CCCN(C(=O)Cn3ccc(C)n3)C2)cc1OC (stereo unspecified)	100	-3	-6	104	-2	0.0	-5	12	13	0	-2

# 3 of the entries above in order of their number in Bim-Bcl-B, high to low:
no.	Structure	RGS7-Gao	Bcl-2 Bim block	Bfl-1 Bim block	RGS4-Gao reg	Bim-Bcl-W	Bim-Bcl-B	Avidin bead fluor	GSH bead fluor	ABCG2 block	Bcl-XL Bim block
12	O=C(OCc1nnc(-c2ccccc2)o1)C12CC3CC(CC(Br)(C3)C1)C2	89	-3	-8	93	-1	-1	14	11	10	-1
14	O=C(Nc1nnc(CCN2CCCCC2)s1)c1ccccc1Cl	101	-1	-2	99	-2	-3	13	10	0	-1
3	CC(C)c1nc2ccccc2n1CC(O)COC1CCCCC1 (stereo unspecified)	104	0	-3	101	-2	-10	22	7	2	-4

# New compounds follow.
cpd	Molecule	RGS7-Gao	Bcl-2 Bim block	Bfl-1 Bim block	RGS4-Gao reg	Bim-Bcl-W	ABCB1 inh	Bim-Bcl-B	Avidin bead fluor	GSH bead fluor	ABCG2 block	Bcl-XL Bim block
21	CN(C)c1ccc(CC(=O)c2nc3ccccc3s2)cc1	96	2	8	95	1	1.1	-10	11	12	18	-2
22	O=C(N/N=C/c1cccnc1)c1ccccc1[N+](=O)[O-]	103	-2	-3	101	-3	0.8	-7	11	10	21	-4
23	Cc1cc(C)c(NC(=O)CC(C)(C)C)c(Cl)c1	103	-2	-1	102	-1	1.0	0	15	26	15	0
24	CCN(CCO)C1CC(=O)N(c2ccccc2C)C1=O (stereo unspecified)	99	-5	-19	101	0	0.9	-3	6	41	3	-9
25	COc1ccc(OC)c(Cc2nnc(CCC(=O)N3CCCCCC3)o2)c1	103	0	-3	103	0	0.0	0	9	12	0	-1
26	CC1CN(C(=O)COC(=O)c2c(Cl)cccc2Cl)CC(C)O1 (stereo unspecified)	100	2	-3	100	-1	-0.2	-3	11	13	-1	-4
27	COc1ccc(C(=O)/C=C/c2cc(OC)c(O)c(OC)c2)c(F)c1	97	4	17	101	7	-3.3	-23	10	26	7	-1
28	CCS(=O)(=O)N1CCN(c2ccc(C(=O)NC34CC5CC(CC(C5)C3)C4)cc2[N+](=O)[O-])CC1	109	-1	0	107	-1	1.3	-4	1	12	8	-3
29	COc1ccccc1C1(CC(=O)N2CCCCC2)CCOC(C(C)C)C1 (stereo unspecified)	122	1	-1	116	-2	2.1	1	44	10	4	-1
30	CCOC(=O)C1CCN(C(=O)Nc2cccc(Cl)c2)CC1	105	-7	-2	105	-8	0.2	-24	8	25	2	-7
31	Cc1cc(C)c2nc(SCC(=O)N(C)C3CCS(=O)(=O)C3)cc(C)c2c1 (stereo unspecified)	102	-4	-7	99	-3	0.0	-5	9	14	2	-7
32	O=c1oc2ccccc2c(N2CCCCC2)c1[N+](=O)[O-]	102	0	-1	101	-2	0.4	-7	13	4	13	-3
33	O=C1C2CCCCC2C(=O)N1c1ccc(NC2CCN(Cc3ccccc3)CC2)c([N+](=O)[O-])c1 (stereo unspecified)	98	-3	0	100	4	0.3	2	22	59	0	3
34	Nc1ccc(C(=O)OCC(=O)N2c3ccccc3Sc3ccccc32)cc1[N+](=O)[O-]	105	-4	-2	106	-4	-2.0	-5	13	21	-8	-4
35	COCc1cc(CN2CCCC2)c(O)c2ncccc12	114	-7	-4	104	4	0.0	1	66*	14	1	2
36	CCCn1c(CCc2ccccc2)nnc1SCC(=O)N1CCCC1	108	-7	-9	106	-1	0.0	-7	9	16	0	-7
37	CCOC(=O)c1ccc(NC(=O)CN(c2ccc(C)cc2)S(=O)(=O)c2c(C)n[nH]c2C)cc1	107	-4	-1	112	1	0.4	-1	21	15	4	1
38	O=C(Nc1nc(-c2ccc(S(=O)(=O)N3CCCCCC3)cc2)cs1)c1cccs1	103	-3	-2	107	9	-2.7	5	14	21	-4	12
39	Cc1cc(Oc2ccccc2)nc(NCc2ccccc2)n1	105	-2	-1	103	-1	0.6	-3	21	13	2	2
40	CCc1c(C(C)S(=O)(=O)c2ccc(C)cc2)[nH]c(=O)n1-c1ccc(OC(F)(F)F)cc1 (stereo unspecified)	100	-5	-5	99	-3	1.4	-4	8	34	4	-5

# Shown field by field: four of the compounds above.
[8] Cc1ccc(C)n1-c1ccncc1
  RGS7-Gao: 95
  Bcl-2 Bim block: -6
  Bfl-1 Bim block: -12
  RGS4-Gao reg: 98
  Bim-Bcl-W: 5
  ABCB1 inh: 0.6
  Bim-Bcl-B: -7
  Avidin bead fluor: 9
  GSH bead fluor: 70
  ABCG2 block: 2
  Bcl-XL Bim block: -6

[39] Cc1cc(Oc2ccccc2)nc(NCc2ccccc2)n1
  RGS7-Gao: 105
  Bcl-2 Bim block: -2
  Bfl-1 Bim block: -1
  RGS4-Gao reg: 103
  Bim-Bcl-W: -1
  ABCB1 inh: 0.6
  Bim-Bcl-B: -3
  Avidin bead fluor: 21
  GSH bead fluor: 13
  ABCG2 block: 2
  Bcl-XL Bim block: 2

[37] CCOC(=O)c1ccc(NC(=O)CN(c2ccc(C)cc2)S(=O)(=O)c2c(C)n[nH]c2C)cc1
  RGS7-Gao: 107
  Bcl-2 Bim block: -4
  Bfl-1 Bim block: -1
  RGS4-Gao reg: 112
  Bim-Bcl-W: 1
  ABCB1 inh: 0.4
  Bim-Bcl-B: -1
  Avidin bead fluor: 21
  GSH bead fluor: 15
  ABCG2 block: 4
  Bcl-XL Bim block: 1

[29] COc1ccccc1C1(CC(=O)N2CCCCC2)CCOC(C(C)C)C1 (stereo unspecified)
  RGS7-Gao: 122
  Bcl-2 Bim block: 1
  Bfl-1 Bim block: -1
  RGS4-Gao reg: 116
  Bim-Bcl-W: -2
  ABCB1 inh: 2.1
  Bim-Bcl-B: 1
  Avidin bead fluor: 44
  GSH bead fluor: 10
  ABCG2 block: 4
  Bcl-XL Bim block: -1

# Record cards (already shown).
# `O=c1oc2ccccc2c(N2CCCCC2)c1[N+](=O)[O-]` in the list: RGS7-Gao: 102; Bcl-2 Bim block: 0; Bfl-1 Bim block: -1; RGS4-Gao reg: 101; Bim-Bcl-W: -2; ABCB1 inh: 0.4; Bim-Bcl-B: -7; Avidin bead fluor: 13; GSH bead fluor: 4; ABCG2 block: 13; Bcl-XL Bim block: -3
# `Cc1cc(C)c2nc(SCC(=O)N(C)C3CCS(=O)(=O)C3)cc(C)c2c1` (stereo unspecified) in the list: RGS7-Gao: 102; Bcl-2 Bim block: -4; Bfl-1 Bim block: -7; RGS4-Gao reg: 99; Bim-Bcl-W: -3; ABCB1 inh: 0.0; Bim-Bcl-B: -5; Avidin bead fluor: 9; GSH bead fluor: 14; ABCG2 block: 2; Bcl-XL Bim block: -7

# The listing continues:
cpd	Molecule	RGS7-Gao	Bcl-2 Bim block	Bfl-1 Bim block	RGS4-Gao reg	Bim-Bcl-W	ABCB1 inh	Bim-Bcl-B	Avidin bead fluor	GSH bead fluor	ABCG2 block	Bcl-XL Bim block
41	CCN(CC)S(=O)(=O)c1cccc(C(=O)OCC(=O)N2CC(=O)Nc3ccccc32)c1	99	-6	-3	98	1	-0.1	-2	31	14	0	-4
42	CCOc1cc(/C=N/NC(=O)NN(C)c2ncc(C(F)(F)F)cc2Cl)ccc1O	94	-3	-3	97	0	0.0	0	10	16	0	-1
43	N/C(=N\OC(=O)c1cccc([N+](=O)[O-])c1)c1cccnc1	102	-2	-4	100	-3	-1.5	-8	14	11	4	-8
44	O=C(CSc1ccc2nnc(-c3ccc(F)cc3)n2n1)N1CCCc2ccccc21	105	17	17	100	3	4.8	8	10	9	21	8
45	O=C(/C=C/c1ccco1)NC(=S)NNC(=O)c1ccco1	97	-1	0	100	1	-0.6	-9	7	16	-2	-2
46	O=C(C(=O)N1CCN(c2cccc(Cl)c2)CC1)N1CCCCC1	100	-2	2	97	-3	-0.3	-3	8	17	-3	-2
47	CS(=O)(=O)N1CCN(c2ccc(C(=O)NC34CC5CC(CC(C5)C3)C4)cc2[N+](=O)[O-])CC1	99	-3	-1	100	-4	1.6	-6	6	8	19	-6
48	O=C(Nc1ccc(OC(F)F)c(Cl)c1)Nc1ccc2c(c1)OCO2	111	-13	-11	112	0	0.0	-8	12	21	1	0
